# NPY1 pot ag – NPY-Y1 receptor potentiators or agonists, primary screen, cell-based; Neuropeptide Y receptor type 1 (Homo sapiens), P25929; NPY-Y1 expressing cells, potentiator/agonist activation; activation, % at 3.6 µM; actives 0.37% (n = 220,000); in the data active means activation above about 33%, passing the limit was not always enough;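 further: cells stimulated with NPY at EC10 then isoproterenol at EC100; 0% = low agonist plus stimulus and 100% = saturating agonist plus stimulus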
# Target sequence (P25929 whole entry, looked up): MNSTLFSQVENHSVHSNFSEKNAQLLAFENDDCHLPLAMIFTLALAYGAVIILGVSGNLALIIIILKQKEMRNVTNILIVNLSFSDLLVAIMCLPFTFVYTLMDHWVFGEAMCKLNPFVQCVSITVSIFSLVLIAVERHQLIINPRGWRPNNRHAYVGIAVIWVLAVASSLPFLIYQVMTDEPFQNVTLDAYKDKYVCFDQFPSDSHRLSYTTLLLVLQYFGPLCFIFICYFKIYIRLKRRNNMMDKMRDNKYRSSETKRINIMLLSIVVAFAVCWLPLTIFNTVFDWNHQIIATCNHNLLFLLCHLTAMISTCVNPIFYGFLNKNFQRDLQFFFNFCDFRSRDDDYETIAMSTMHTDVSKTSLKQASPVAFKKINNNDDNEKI
# CHOP inhibitor – inhibitors of CHOP promoter induction, primary screen, cell-based, unfolded protein response, luciferase reporter. CHO-K1 CHOP-promoter luciferase, tunicamycin-induced, 15-18 h. inhibition, % at 10 µM. actives 3.8% (n = 220,000). AID 2732, 2010;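 active means compounds that reduced the stress-induced luciferase reporter signal by more than about 70% of percent inhibition, limit read from the data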;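 further: 0% = tunicamycin plus vehicle and 100% = wells without tunicamycin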
# S1P4 agonist – S1P4 receptor agonists, primary screen, cell-based; S1P4-expressing cell line, agonist reporter assay; AID 1509, 2009; Sphingosine 1-phosphate receptor 4 (Homo sapiens), O95977; actives 0.35% (n = 220,000); activation, % at 4.98 µM; in the data active means activation above about 11%;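 further: 0% = DMSO vehicle and 100% = reference agonist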
# EP2 mod – EP2 receptor modulators, cAMP readout, primary screen, cell-based, HTRF cAMP, PGE2 stimulation. Prostaglandin E2 receptor EP2 subtype (Homo sapiens), P43116. AID 940, 2007. induction, % at 25 µM. actives 0.83% (n = 260,000). EP2-expressing cells, cAMP HTRF FRET, PGE2 co-stimulation;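 active means compounds whose cAMP rise, as percent of the full-agonist control response, exceeds 60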;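 further: rat C6 glioma line stably carrying human EP2 under a CMV promoter; the protocol text gives 20 µM as final concentration; 100% = response of wells given 1 µM PGE2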
# TRPML3 agonist – human TRPML3 channel agonists, primary screen, cell-based, HEK293 TRPML3-YFP, Fluo-8 calcium fluorescence, 3 µM | AID 1448, 2008 | 100% = the carbachol control signal | actives 0.29% (n = 220,000) | activation, % at 3 µM | Mucolipin-3 (Homo sapiens), Q8TDD5;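 active means activation above its plate's cutoff, the mean activation of the plate's test wells plus 3 SD, cut at about 12% in these data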;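 further: 0% = DMSO only wells and 100% = carbachol wells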
# Target sequence (Q8TDD5 whole entry, looked up): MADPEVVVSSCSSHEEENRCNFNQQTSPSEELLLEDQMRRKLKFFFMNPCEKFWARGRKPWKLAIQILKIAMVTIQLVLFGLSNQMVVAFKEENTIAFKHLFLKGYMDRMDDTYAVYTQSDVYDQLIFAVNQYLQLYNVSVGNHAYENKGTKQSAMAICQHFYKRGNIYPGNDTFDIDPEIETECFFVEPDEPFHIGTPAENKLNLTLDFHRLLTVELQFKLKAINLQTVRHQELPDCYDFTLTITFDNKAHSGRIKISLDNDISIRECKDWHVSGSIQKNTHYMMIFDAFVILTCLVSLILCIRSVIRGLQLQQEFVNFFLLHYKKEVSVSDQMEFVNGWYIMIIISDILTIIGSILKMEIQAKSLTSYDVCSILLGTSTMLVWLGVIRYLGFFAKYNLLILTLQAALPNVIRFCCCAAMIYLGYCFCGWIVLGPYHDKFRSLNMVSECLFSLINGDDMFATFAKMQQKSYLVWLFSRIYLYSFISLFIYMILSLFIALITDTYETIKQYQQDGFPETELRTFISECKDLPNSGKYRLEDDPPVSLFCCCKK
#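 Test system: HEK293 cells stably carrying human TRPML3-YFP; Doses: single dose, 3 µM final nominal compound, 0.3% DMSO final; Schedule: dye loading 1 h 37 °C then 30 min ambient, 125 s read; Technique: Fluo-8 calcium fluorescence; Benchmarks: high control carbachol 87 µM, low control DMSO.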
# S1P4 antag – S1P4 receptor antagonists, primary screen, cell-based; Sphingosine 1-phosphate receptor 4 (Homo sapiens), O95977; actives 0.26% (n = 220,000); S1P4-expressing cells, antagonist mode, reporter read-out; inhibition, % at 4.98 µM; AID 1510, 2009; in the data active means inhibition above about 29%;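 further: 0% = wells stimulated with agonist and 100% = vehicle wells without agonist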
# zfTRPN1 agonist – zebrafish TRPN1 channel agonists, primary screen, cell-based, HEK293, calcium fluorescence; HEK293 zebrafish TRPN1-YFP, Fluo-8 calcium fluorescence; 100% = response to 87 µM carbachol; actives 0.18% (n = 220,000); activation, % at 3 µM; AID 1424, 2008; transient receptor potential cation channel N1 (TRPN1/NompC), Danio rerio;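 active means activation above its plate's cutoff, the mean activation of test wells on that plate plus 3 SD, cut at about 19% in these data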;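 further: 0% = DMSO alone and 100% = 87 µM carbachol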
#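 Assay system: Zebrafish TRPN1-YFP in HEK293 cells | Incubation: Dye loading 1 h at 37 °C, then 30 min room temperature | Measured by: Kinetic Fluo-8 fluorescence, ex 470-495, em 515-575 nm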
# NPY2 pot ag – NPY-Y2 potentiators or agonists, primary screen, cell-based. activation, % at 3.6 µM. Neuropeptide Y receptor type 2 (Homo sapiens), P49146. actives 0.45% (n = 220,000). cells expressing NPY-Y2, potentiator/agonist read-out. AID 1359, 2008; in the data active means activation above about 27%;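 further: cells stimulated with NPY near EC25 plus isoproterenol at EC100; 0% = vehicle plus submaximal agonist and 100% = vehicle plus saturating agonist; some results beyond the cut were filed as inactive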
# NPY Y1 blocker – NPY-Y1 receptor antagonists, primary screen, cell-based | inhibition, % at 3.6 µM | AID 1040, 2008 | Neuropeptide Y receptor type 1 (Homo sapiens), P25929 | HEK293-CNG Y1 cells, membrane potential fluorescence; NPY at EC95, then isoproterenol | actives 1% (n = 200,000);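 active means inhibition above the campaign mean inhibition of all tested compounds plus 3 SD, cut at about 20% in these data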;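 further: 0% = DMSO wells given NPY plus isoproterenol and 100% = isoproterenol alone without NPY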
#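 Material: HEK293 cells with Y1 receptor plus CNG channel; times: compound incubation 1 h at room temperature, readout 45 min post-stimulation; signal: fluorescence, membrane potential probe; read-out basis: fluorescence ratio normalized to % inhibition between controls; benchmarks: full-block control isoproterenol-only wells, zero-block control NPY plus isoproterenol wells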
# * = called active by the depositor; . = no result given; & = joins results of further samples.
nr	SMILES	NPY1 pot ag	CHOP inhibitor	S1P4 agonist	EP2 mod	TRPML3 agonist	S1P4 antag	zfTRPN1 agonist	NPY2 pot ag	NPY Y1 blocker
1	O=C1CNC(=O)/C1=C/c1ccccc1	-4	27	1.8	-54	1.3	3	0.9	1	5
2	Cc1ccc(/C=N/NC(=O)Cn2cnc3c2c(=O)n(C)c(=O)n3C)s1	10	-17	0.1	-53	1.5	-9	1.8	-9	-2
3	CN(CCc1ccccn1)C(=S)NC(=O)c1ccco1	0	8	0.3	22	0.7	0	0.2	1	5
4	COc1cccc2c1C(CO)N1C(C#N)C3CC(C(=O)O)C(C1C2)N3C (configuration not stated)	0	-109	-0.1	25	0.6	94*	2.3	2	.
5	O=c1c2ccccc2[nH]c(=S)n1CC1CCCO1 (configuration not stated)	2	.	-1.1	.	0.5	2	0.1	-9	-1
6	O=C(Nc1ccc(Br)c2ccccc12)c1ccc2ccccc2c1O	-10	63	3.9	41	5.3	0	18	37	.
7	O=C(NCc1ccco1)C(c1ccncc1)N(CCC1=CCCCC1)C(=O)Cn1nnc2ccccc21 (configuration not stated)	-11	6	-1.7	8	0.2	-8	1.1	-8	13
8	CCCC(=O)Nc1cccc(-c2cn3ccsc3n2)c1	-11	16	-2.7	0	1.4	5	2.8	-12	2
9	CCCCCCc1cc2cc(S(=O)(=O)c3ccc(F)c(Cl)c3)c(=O)oc2cc1O	0	91*	1.3	-9	0.6	-2	2.5	3	3
10	CC(=O)Nc1ccc(NC(=S)NC(=O)/C=C/c2ccccc2)cc1	17	27	0.0	24	-0.9	-81	-2.4	2	6
11	CCC(C)(C)n1nnnc1CN(Cc1ccco1)Cc1cc2cc3c(cc2[nH]c1=O)OCO3	-27	35	1.0	36	0.8	14	0.9	1	4
12	CCCCNC(=O)OCCSCCS(=O)(=O)c1ccc(Cl)cc1	-8	9	-0.7	-3	0.4	18	-0.4	-20	.
13	CC(C)N(C(=O)CSc1nnc(NC(=O)Cc2cccs2)s1)C(C)C	-8	20	1.1	-15&8	1.0	-2	0.7	-5	0
14	Cc1cc(C)c(C#N)c(N2CCSCC2)n1	19	5	0.7	29	0.3	1	0.3	18	-2
15	O=C(Nc1nsc(-c2ccccc2)n1)c1ccncc1	4	3	1.1	0	0.4	-12	1.4	-6	11

nr	SMILES	NPY1 pot ag	CHOP inhibitor	S1P4 agonist	EP2 mod	TRPML3 agonist	S1P4 antag	zfTRPN1 agonist	NPY2 pot ag	NPY Y1 blocker
16	COc1ccc(-c2csc(C)n2)cc1OC	-13	0	-4.3	19	0.6	-10	0.1	8	-8
17	CCN1CCN(C(CC(C)C)c2nnnn2CS(=O)(=O)c2ccc(C)cc2)CC1 (configuration not stated)	1	7	0.2	-23	1.0	-8	-0.7	5	1
18	O=C(Oc1ccc(-n2cnnn2)cc1)c1ccco1	-4	-3	-1.6	10&-38	0.5	10	1.9	9	2
19	O=[N+]([O-])c1ccc(N2CCOCC2)cc1NCCCO	-7	4	2.0	15	-0.9	6	0.5	-8	3
20	CCc1nnc(NC(=O)CCC(=O)N2CCN(Cc3cc(F)ccc3OC)CC2)s1	-12	20	-0.2	0	0.0	-6	0.5	4	3
21	COc1ccc(-c2onc(C)c2-c2ccc(C(=O)OC(C)C)o2)c(O)c1	-14	82*	-1.8	7	-0.9	1	-1.3	6	0
22	CCC1(CC)NC(=O)N(CC(=O)OCC(=O)Nc2cc(C)ccc2C)C1=O	-4	53	0.1	28	0.4	12	0.5	1	3
23	CCN(CC)Cc1cc(C(=O)O)c(C)o1	2	-4	1.4	13	0.1	-4	-0.9	-5	7
24	CCOC(=O)N1CCC(NC(=O)C2CCN(S(=O)(=O)c3cccc4cccnc34)CC2)CC1	3	23	0.3	8	0.3	-13	1.1	3	-2
25	CN(C)/N=C/c1cn(-c2ccccc2)nc1-c1cccnc1	-23	-4	-0.4	-24	0.3	-4	-0.3	-9	0
26	Oc1cccc(NC(=S)Nc2cccnc2)c1	62*	-20	0.8	5	0.6	0	-0.3	60*	6
27	CCSc1cnc(-c2ccccc2)n1CC	22	10	-0.1	17	-0.2	-9	-0.2	-1	-2
28	COC(=O)c1ccccc1OCCN1CCCCCC1	-18	15	-1.4	36	0.2	6	-2.4	-8	5
29	COc1ccc2[nH]c(=O)c(CN(C(=O)c3cccnc3)c3ccc(C)c(C)c3)cc2c1	9	10	0.6	8	-0.4	-11	0.8	16	.
30	COc1cccc(-c2nc(CS(=O)(=O)CC(=O)NC3CCCc4ccccc43)c(C)o2)c1 (configuration not stated)	-23	19	0.1	0	-0.9	-5	0.4	-14	7

nr	SMILES	NPY1 pot ag	CHOP inhibitor	S1P4 agonist	EP2 mod	TRPML3 agonist	S1P4 antag	zfTRPN1 agonist	NPY2 pot ag	NPY Y1 blocker
31	CCOc1ccc(C(=O)NCC(=O)OCc2c(C)noc2C)cc1	-4	3	-2.6	-39	-1.0	0	0.2	-20	-3
32	CC(C)N(C(=O)COC(=O)c1cncc(Br)c1)C(C)C	-8	1	-1.8	-6	1.0	-13	0.7	1	-2
33	CCCn1c(SCC(=O)c2cc(OC)ccc2OC)nnc1C(C)C	-27	2	0.3	8	0.1	-3	-1.6	-10	3
34	CCOC(=O)c1nc(NCCc2ccccc2)sc1C	-9	4	30*	-75	-1.0	-11	-3.5	-14	7
35	O=C(NCc1ccc(Cl)cc1)C(=O)NCC1OCCN1C(=O)c1cccs1 (configuration not stated)	-5	17	0.4	-8	-0.1	-4	-0.8	7	-2
36	O=C(c1ccccc1Cl)N(Cc1ccc(Br)cc1)N1C(=O)CCC1=O	12	-2	1.8	-36	0.7	-11	2.1	14	3
37	CCCn1c(-c2ccc[nH]c2=O)nc2cc(C)c(C)cc21	7	26	1.1	21	0.7	-35	0.8	11	-3
38	COc1ccc(CNC(=O)CN2C(=O)C(C)N(c3ccc(C)cc3)C2=O)cc1 (configuration not stated)	11	11	2.5	11	-0.4	8	-0.6	-4	6
39	O=[N+]([O-])c1ccc(-c2csc(N3CCc4ccccc4C3)n2)cc1	-6	-5	-0.1	7	0.8	-28	0.7	-3	1
40	Cc1ccc(Cl)c(OC(=O)c2nn(C(C)C)c(=O)c3ccccc23)c1	4	64	0.1	53	0.5	-260	4.5	11	2
41	CCOc1ccc(N=C2NC(=O)SC2CC(=O)OC)cc1 (configuration not stated)	-17	7	2.8	-19	0.5	5	0.8	-13	.
42	Cc1ccc2nc(/C(C#N)=C\c3cc(C)n(-c4cccc([N+](=O)[O-])c4)c3C)[nH]c2c1	6	-16	-1.7	-43	0.3	-1	-0.6	15	-6
43	N/C(=N\OC(=O)c1cccc2ccccc12)c1cccnc1	-9	7	0.8	-26	-0.8	4	-1.4	-20	8
44	COC(=O)c1nn(-c2cccc(C)c2)c2nnc(Cc3ccc(C)cc3)c(=O)n12	-18	-4	1.0	25	0.0	-3	0.6	1	11
45	Cc1cc(C)n(CC(=O)N/N=C/c2ccc(C)o2)n1	-8	-3	1.9	28	0.4	9	0.9	-14	1

# Ordered by SMILES length (low to high): part of the list above.
nr	SMILES	NPY1 pot ag	CHOP inhibitor	S1P4 agonist	EP2 mod	TRPML3 agonist	S1P4 antag	zfTRPN1 agonist	NPY2 pot ag	NPY Y1 blocker
31	CCOc1ccc(C(=O)NCC(=O)OCc2c(C)noc2C)cc1	-4	3	-2.6	-39	-1.0	0	0.2	-20	-3
40	Cc1ccc(Cl)c(OC(=O)c2nn(C(C)C)c(=O)c3ccccc23)c1	4	64	0.1	53	0.5	-260	4.5	11	2
38	COc1ccc(CNC(=O)CN2C(=O)C(C)N(c3ccc(C)cc3)C2=O)cc1 (configuration not stated)	11	11	2.5	11	-0.4	8	-0.6	-4	6

# (further entries)
nr	SMILES	NPY1 pot ag	CHOP inhibitor	S1P4 agonist	EP2 mod	TRPML3 agonist	S1P4 antag	zfTRPN1 agonist	NPY2 pot ag	NPY Y1 blocker
46	CC(=O)N1CCc2c(sc(NC(=O)CN3C(=O)CCC3=O)c2C(N)=O)C1	-8	-10	1.7	30	0.0	-5	0.7	8	2
47	O=C1c2ccccc2C(=O)N1CCCc1nc(-c2ccc(Cl)cc2)no1	-11	58	1.1	8	0.3	-11	0.1	-8	3
48	COc1ccc(NC(=O)Nc2ccc3c(c2)N(C)C(=O)CS3)cc1OC	-6	-18	-1.2	0	0.3	-5	0.5	1	-6
49	CNC(=S)NNc1nc(C)cc(C)n1	8	-6	-0.2	5	0.5	-1	0.8	1	5
50	O=C(O)c1cccc(N2C(=O)C3CC=CCC3C2=O)c1 (configuration not stated)	9	-20	3.4	18	0.3	7	0.0	-12	1
51	CCOc1cc(C(=O)NC(=S)Nn2cnnc2)cc(OCC)c1OCC	-6	-3	2.4	10	0.5	3	0.6	2	-2
52	CCOC(=O)c1cc(NC(=O)c2ccc(C)cc2)c(=O)oc1-c1ccccc1	-4	-22	1.5	13	-0.4	-8	1.6	-11	5
53	Cn1c(C(=O)NC2CCCC2)cc2c(=O)n(C)c3ccccc3c21	-7	-25	-0.8	15	-0.1	-25	0.7	-1	7
54	Cc1ccc(Cl)cc1N1CCN(C(c2cccnc2)c2nnnn2C2CCCCC2)CC1 (configuration not stated)	10	69	-0.7	25	1.2	-11	2.3	7	-1
55	O=C(NC1(C(F)(F)F)NC(=O)N(C2CCCCC2)C1=O)C1CC1 (configuration not stated)	-3	33	2.2	-34	-0.2	-9	-0.2	0	-3
56	O=C1c2cccc3cccc(c23)C(=O)N1CC1CCN(CC(O)COCc2ccc3c(c2)OCO3)CC1 (configuration not stated)	7	36	-0.9	-70	0.5	-12	-2.3	50*	-4

# Compound profiles, from the list above. Values in the order: NPY1 pot ag | CHOP inhibitor | S1P4 agonist | EP2 mod | TRPML3 agonist | S1P4 antag | zfTRPN1 agonist | NPY2 pot ag | NPY Y1 blocker
# Record of `CCOc1cc(C(=O)NC(=S)Nn2cnnc2)cc(OCC)c1OCC` : -6 | -3 | 2.4 | 10 | 0.5 | 3 | 0.6 | 2 | -2
# Record of `O=C1c2ccccc2C(=O)N1CCCc1nc(-c2ccc(Cl)cc2)no1` : -11 | 58 | 1.1 | 8 | 0.3 | -11 | 0.1 | -8 | 3
# Record of `CC(C)N(C(=O)COC(=O)c1cncc(Br)c1)C(C)C` : -8 | 1 | -1.8 | -6 | 1.0 | -13 | 0.7 | 1 | -2

# Source: PubChem BioAssay

# Random draw from the library, and some 6.5% of all compounds hit somewhere here.
